BoNT F protease = BoNT F light chain protease inhibition. Multiplex microsphere protease cleavage assay, flow cytometry. inhibition, % at 10 µM. 360,000 tested, 0.22% active; in the data active = inhibition above about 35%, passing the limit was not always enough; inconclusive = no clear call, values can overlap the other calls; note: plate controls were buffer without enzyme for full effect and enzyme alone for no effect
BoNT A protease = BoNT A light chain protease inhibition; multiplex microsphere protease substrate cleavage, flow cytometry; inhibition, % at 10 µM; 360,000 tested, 0.17% active; AID 588499; note: plate controls were buffer without enzyme for full effect and enzyme alone for no effect
PrPC TRFRET = reduces human prion protein on the cell surface | cell surface PrPC, TR-FRET read-out | 370,000 tested, 0.43% active | inhibition, % at 13.8 µM | AID 720596; in the data active = inhibition above about 24%; note: 0% = median of the test wells and 100% = reference compound wells
MazEF act = increases E. coli MazEF RNase cleavage of RNA. P0AE70. FAM/BHQ RNA-DNA oligo cleavage fluorescence, 5 h. activation, % at 20 µM. 350,000 tested, 0.32% active. AID 504720; in the data active = activation above about 50%
Target sequence (P0AE70 whole entry, looked up): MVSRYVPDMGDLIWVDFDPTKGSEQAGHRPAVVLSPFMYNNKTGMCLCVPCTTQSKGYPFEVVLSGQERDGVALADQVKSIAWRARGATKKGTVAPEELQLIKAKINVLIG
DUSP3 inh = inhibitors of human VHR1 phosphatase (DUSP3); P51452; recombinant VHR phosphatase, pNPP absorbance; inhibition, % at 13.3 µM; 290,000 tested, 0.52% active; AID 1654; in the data active = inhibition above about 50%; note: some compounds called inactive have numbers as strong as hits
Target sequence (P51452 whole entry, looked up): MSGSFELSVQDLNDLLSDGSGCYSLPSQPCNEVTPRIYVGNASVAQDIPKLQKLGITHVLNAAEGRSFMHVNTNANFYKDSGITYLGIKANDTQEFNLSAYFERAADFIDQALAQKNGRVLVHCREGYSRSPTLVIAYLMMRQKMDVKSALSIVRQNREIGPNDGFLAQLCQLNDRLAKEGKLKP
SARS 3CLpro inh = SARS-CoV 3CLpro protease inhibition. AID 1706. P0C6X7. inhibition, % at 6 µM. recombinant SARS-CoV 3CLpro, quenched FRET peptide cleavage. 290,000 tested, 0.14% active; in the data active = inhibition above about 12%
Anthrax LF prot = anthrax lethal factor protease inhibition; inhibition, % at 10 µM; 360,000 tested, 0.12% active; AID 588501; multiplex microsphere protease cleavage assay, LF; P15917; note: plate controls were buffer without enzyme for full effect and enzyme alone for no effect
CCHF vOTU inh = blocks the CCHF virus ovarian tumor domain protease; AID 651958; CCHFV vOTU protease, Pep-AMC fluorescence; inhibition, % at 11.5 µM; 370,000 tested, 0.55% active; in the data active = inhibition above about 30%; note: 0% = vehicle wells with enzyme and 100% = no enzyme wells
PriA SSB inh = inhibitors of Klebsiella pneumoniae PriA binding to SSB C-terminal tail; AlphaScreen SSBct-PriA binding, biotinylated peptide; inhibition, % at 33 µM; 430,000 tested, 0.6% active; AID 1272365; in the data active = inhibition mostly above about 37%, no sharp cut-off; inactive = mostly below about 20%;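 note: plate controls were negative control peptide for no effect and reference peptide for full effect; strong numbers were not always called active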
Rv3671c protease = inhibits the M. tuberculosis serine protease Rv3671c; AID 2606; inhibition, % at 5.96 µM; P9WHR9; 320,000 tested, 0.048% active; in the data active = inhibition above about 38%;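 note: extracellular domain of Rv3671c used as enzyme; 0% = enzyme with DMSO and 100% = no enzyme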
Target sequence (P9WHR9 whole entry, looked up, the tested form may be a part): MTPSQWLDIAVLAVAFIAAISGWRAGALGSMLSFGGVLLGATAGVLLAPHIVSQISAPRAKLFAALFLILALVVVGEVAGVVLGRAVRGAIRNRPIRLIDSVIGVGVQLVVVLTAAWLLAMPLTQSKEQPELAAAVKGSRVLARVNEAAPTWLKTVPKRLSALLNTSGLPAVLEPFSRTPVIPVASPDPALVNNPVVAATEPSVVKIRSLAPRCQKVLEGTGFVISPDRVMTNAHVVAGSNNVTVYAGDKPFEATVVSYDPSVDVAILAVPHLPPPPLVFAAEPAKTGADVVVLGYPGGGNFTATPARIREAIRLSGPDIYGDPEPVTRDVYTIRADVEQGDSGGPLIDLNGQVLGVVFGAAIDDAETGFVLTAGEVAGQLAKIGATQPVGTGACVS
* marks the source's active call; other numbers are inactive results; i = inactive; ? = inconclusive; / = no result given. Cut-off read from the data, not from the text of the source, unless noted: active = inhibition above about 30%; inconclusive = no clear call, values can overlap the other calls; inactive = below that. An excerpt; rates above refer to the full screens.

SMILES	BoNT F protease	BoNT A protease	PrPC TRFRET	MazEF act	DUSP3 inh	SARS 3CLpro inh	Anthrax LF prot	CCHF vOTU inh	PriA SSB inh	Rv3671c protease
O=C(Nc1ccc2oc(-c3ccccc3Cl)nc2c1)c1cncc(Br)c1	2	0.7	9	-70	-12	2	-10	-3	-7	-4
COc1ccccc1-c1cnc2c(c1)C(=O)N([C@@H](C)CO)C[C@@H](C)[C@@H](CN(C)C(C)=O)O2	-8	-0.9	-3	6	/	/	-2	11	/	/
COc1ccc(/C=N\NC(=O)c2ccccc2)cc1COc1ccc(F)cc1	-3	-1.0	1	-1	-18	-4	-2	-7	/	-33
O=C(COC(=O)C1CCN(c2ccc(C(F)(F)F)cn2)CC1)Nc1cccc(F)c1	?	?	-7	-1	/	/	?	10	-2	-43
CC(NC(=O)c1cc(F)c(F)c(F)c1F)c1ccc(-n2ccnc2)cc1 (centres undefined)	4	2.2	-3	2	-4	-4	4	11	-12	0
COc1ccc2cc(C(C)=O)c(=O)oc2c1	2	-0.9	-4	5	8	-3	-1	-10	0	4
CSCC[C@H](N)C(=O)N1CCC(C(=O)N[C@@H](C)C(=O)NCc2ccc(F)cc2)CC1	-7	0.2	5	8	41	-1	-5	2	0	-4
Cc1ccc(NC(=O)CN(C)C(=O)c2cccc(Br)c2)cc1	12	-0.7	-3	7	-9	6	-6	-1	-1	-4
COc1cc(OC)c2c(-c3ccccc3)cc(=O)oc2c1C(CC(=O)N1CCN(c2ccccc2)CC1)c1ccc(N(C)C)cc1 (centres undefined)	-6	-0.5	-5	-4	6	/	-2	0	32	8
Cc1ccc(-n2c(SCC(=O)NCCN3C(=O)CSC3=O)nnc2-c2ccccc2F)cc1	0	-0.1	0	2	45	-4	-3	12	-4	4
COC(=O)c1cc2oc3ccccc3c2n1CC(=O)N1CCCc2ccccc21	2	0.2	-3	-2	25	-5	-8	3	-14	4
CC(C)n1ncc2c(C(=O)N3CCN(Cc4cccs4)CC3)cc(C3CC3)nc21	-3	-0.1	-2	3	/	/	-8	-6	/	/
CCc1cc(C(=O)COc2ccc(F)cc2)c(O)cc1O	-9	-1.0	1	6	0	-1	1	10	-13	-22
O=C(CSc1nnc(C2CC2)n1C1CC1)c1cc(F)ccc1F	-2	4.9	7	2	/	/	1	-3	1	/
Cc1cc(=O)oc2cc(OC(C)C(=O)NCc3ccccn3)ccc12 (centres undefined)	-4	1.1	-3	-16	22	-4	1	4	3	-5
COc1cccc(-c2cccc(NC(=O)C3CCN(Cc4ccc(CO)o4)CC3)c2)c1	4	1.0	-3	5	10	2	-6	-2	-5	3
Cc1nn(-c2ccccc2)c(Cl)c1/C=C1\C(=O)N(C)C(=S)N1C	-8	0.3	-4	-5	14	2	0	17	7	-2
CC1(C)CC(=O)C(N=Nc2cccc(S(=O)(=O)N3CCOCC3)c2)=C(O)C1	1	-1.7	3	9	17	-1	-3	11	15	-5
Cc1ccc(S(=O)(=O)NCc2ccccc2)cc1C(=O)N1CCCCCCC1	0	2.5	3	-1	/	/	-1	-5	-4	-1
c1ccc(CCCCc2ccccn2)cc1	-2	0.6	-8	-4	/	/	3	-4	-13	/
COc1ccccc1OCc1ccc(C(=O)N(C)C)o1	-8	-0.3	2	-8	26	-5	2	-1	-2	-7
COc1ccc(S(=O)(=O)N2CCC(C(=O)NC3CCCCC3C)CC2)cc1 (centres undefined)	0	0.5	8	11	28	-3	0	-3	-3	4
CNC(=O)C1Cc2ccccc2CN1S(=O)(=O)c1cccs1 (centres undefined)	-4	-0.9	0	2	5	-2	-1	-9	-10	11
CCOc1cc(Br)cc(/C=C2\SC(=Nc3ccccc3)NC2=O)c1O	?	-2.2	-8	-1	11	4	2	23	3	-1
COCCNC(=O)NC(=O)COC(=O)c1cc([N+](=O)[O-])ccc1Sc1nc(C)cs1	-2	-0.9	-16	7	10	-2	-1	-4	-4	-24
O=C(CN(CC1CCCO1)C(=O)CNS(=O)(=O)c1ccccc1)NCc1ccc(F)cc1 (centres undefined)	2	1.2	-3	1	-1	1	-4	1	3	1
Cc1c(CN(C)C(=O)C2CCC(=O)N(Cc3ccccc3F)C2)[nH]c2ccccc12 (centres undefined)	-3	0.0	5	10	/	/	-7	-1	/	/
COCCN(C(=O)COC(=O)c1ccc(-c2ccccc2)cc1)c1c(N)n(Cc2ccccc2)c(=O)[nH]c1=O	-2	-0.1	-9	2	/	/	-5	2	7	/
Cn1cc(C(=O)Nc2ccc(C#N)cc2)c2ccccc2c1=O	-6	-2.5	-5	-2	-5	-2	1	-9	-6	3
COCCCNc1nc(N)c([N+](=O)[O-])c(Nc2ccccc2OC)n1	-27	-2.0	0	9	29	0	-13	6	-3	3
C[C@H](CO)N1C[C@H](C)[C@@H](CN(C)S(C)(=O)=O)Oc2c(NC(=O)Nc3ccc4c(c3)OCO4)cccc2C1=O	-4	-0.2	0	-8	/	/	-2	-1	-14	5
CCCn1c(N)c(N(CCOC)C(=O)c2cccc(S(=O)(=O)N3CCCc4ccccc43)c2)c(=O)[nH]c1=O	-6	?	-3	-6	/	/	-3	4	-19	-3
O=C(Cn1c(=O)sc2ccccc21)Nc1ccc(S(=O)(=O)N2CCCCC2)cc1	22	0.9	-1	-9	14	4	0	-13	1	-52
O=C(c1ccc(C(F)(F)F)cc1)C1CCCN(C(=O)CCc2cnccn2)C1 (centres undefined)	-3	-0.2	-5	11	11	3	-1	0	1	4
CCN1C(=O)[C@@H]2[C@@H]3CN(S(=O)(=O)c4ccc(C)cc4)[C@@H](c4cccc5ccccc45)[C@@H]3C(=O)C[C@@H]2C1=O	0	-0.9	4	/	/	/	4	-6	/	/
COC(=O)c1c(NC(=O)c2ccco2)sc2c1C(C(=O)OC)CC2 (centres undefined)	-5	-1.1	-12	-5	22	-4	-4	7	-2	-1
Cc1ccc(CN(CC2CCCO2)C(=O)CN2C(=O)C(C(C)C)Oc3ccccc32)o1 (centres undefined)	1	0.0	-3	-1	-2	-6	1	-4	8	-3
CC1(C)CN(c2ccc(CC#N)cc2)C1=O	2	-2.4	4	0	9	1	2	-6	7	-7
CNC(=O)c1nn(C)c(=O)[nH]c1=O	7	0.6	-4	7	/	/	2	1	-9	/
CC(=O)Nc1ccc(NC(=O)C(C)OC(=O)c2cccc(S(=O)(=O)N3CCCC3)c2)cc1 (centres undefined)	-3	1.9	4	2	/	/	0	5	-6	-2
COC(=O)c1ccc(Cl)c(NC(=O)NC23CC4CC(CC(C4)C2)C3)c1	10	0.4	-1	5	8	0	6	1	-10	-31
CCNC(=O)COC(=O)C1CCC(=O)N(c2ccc(OC)cc2)C1c1ccc(OC)cc1 (centres undefined)	-2	-1.2	-2	6	-6	4	-3	-1	-20	7
COC(=O)c1cc(C)nc2c1C(=O)C(=O)C=C2N1CCOCC1	0	-1.6	-16	-9	54*	3	-6	107*	-5	-141
CCc1nc2c(OCc3ccc(Cl)cc3)cccn2c1N(C)C(=O)C1CC1	-6	-0.4	5	/	/	/	-8	-2	/	/
CCOC(=O)C1=C(C2=CCCCC2)c2ccc(OC)cc2N(S(=O)(=O)C(F)(F)F)C1C(=O)OCC (centres undefined)	1	0.0	/	-6	/	/	-4	/	-5	/
NC(=S)N/N=C/c1c[nH]c2ccccc12	-10	-0.1	-3	11	5	2	-3	14	/	-2
COc1ccc2oc(=O)c(C(=O)N3CCCC3)cc2c1	5	1.3	1	1	9	1	10	-37	-5	2
Nc1cc2c(cc1Cl)-c1ccc(Cl)cc1C2	-1	-0.2	0	1	/	/	-3	-7	-3	/
Nc1nc(NCc2ccccc2)n(-c2ccccc2)n1	-9	0.3	5	1	/	-4	17	-6	-4	-8
O=C(COC(=O)c1ccc2c(c1)OCCO2)NC1CCCCC1	-4	-0.3	-4	4	/	/	-12	0	2	-1
COC(=O)c1cc2occc2n1Cc1nc(-c2cccc(Cl)c2)oc1C	5	-0.8	-3	-6	-15	-1	-5	1	-5	6
Cc1ccc(Cn2cc(C=O)c(-c3ccc(C)cc3)n2)cc1	4	0.3	6	-14	-4	5	1	1	-60	-11
O=C(/C=C/c1ccc([N+](=O)[O-])cc1)Nc1cccc(S(=O)(=O)NC2=NCCCCC2)c1	-2	-0.4	-35	11	/	/	1	-3	3	2
C[C@H](NC(=O)c1nc[nH]c1C(=O)NCC(=O)OCc1ccccc1)C(=O)OC(C)(C)C	-8	-1.2	-1	1	5	-7	-8	12	5	-6
Cc1nc2ccccc2nc1OCC(=O)Nc1cc(C(F)(F)F)ccc1N1CCOCC1	6	0.4	4	5	2	0	2	5	-4	-5
O=S(=O)(c1ccc(Cl)s1)N1CCCc2cccc(O)c21	-8	-1.9	2	7	23	2	-13	-2	-28	-5
COc1ccc(OCC(=O)O/N=C(\N)Cc2ccc(Cl)cc2)cc1	-4	1.1	-5	5	3	0	-3	2	i	-4
Cn1c(=O)oc2cc(S(=O)(=O)NCCN3CCCCCC3)ccc21	-13	?	-6	2	26	0	-5	-6	-7	-10
O=C1COc2ccc(S(=O)(=O)N3CCCC3)cc2N1	-11	-1.8	-3	2	7	-1	3	-3	-4	11
Cc1c(Br)c(C(=O)N2CCc3ccccc32)nn1C	2	0.6	-2	3	-1	2	0	-8	0	6

A second format for part of the listing above.
SMILES,BoNT F protease,BoNT A protease,PrPC TRFRET,MazEF act,DUSP3 inh,SARS 3CLpro inh,Anthrax LF prot,CCHF vOTU inh,PriA SSB inh,Rv3671c protease
COc1ccc2oc(=O)c(C(=O)N3CCCC3)cc2c1,5,1.3,1,1,9,1,10,-37,-5,2
Nc1cc2c(cc1Cl)-c1ccc(Cl)cc1C2,-1,-0.2,0,1,/,/,-3,-7,-3,/
Nc1nc(NCc2ccccc2)n(-c2ccccc2)n1,-9,0.3,5,1,/,-4,17,-6,-4,-8
O=C(COC(=O)c1ccc2c(c1)OCCO2)NC1CCCCC1,-4,-0.3,-4,4,/,/,-12,0,2,-1
COC(=O)c1cc2occc2n1Cc1nc(-c2cccc(Cl)c2)oc1C,5,-0.8,-3,-6,-15,-1,-5,1,-5,6

(list continues)
SMILES	BoNT F protease	BoNT A protease	PrPC TRFRET	MazEF act	DUSP3 inh	SARS 3CLpro inh	Anthrax LF prot	CCHF vOTU inh	PriA SSB inh	Rv3671c protease
Cc1cc(C)c(C(=O)C(C)OC(=O)c2ccc(Cl)nc2)cc1C (centres undefined)	8	0.0	2	1	-9	-1	5	-9	-7	0
O=C(c1cc(C(=O)NCCc2ccccc2)c(=O)n(CCc2ccccc2)c1)c1cc(Cl)ccc1O	25	2.3	10	-10	5	0	-2	4	0	-26
COc1cccc(C(O)c2nc(-c3ccc(C)c(C)c3)cs2)c1 (centres undefined)	2	-0.2	0	/	/	/	-9	14	/	/
Cc1[nH]c2ccccc2c1C(=O)C(=O)NC1CC(=O)N(c2ccc(F)cc2)C1 (centres undefined)	-10	-3.5	-6	0	/	/	0	-1	-19	-5
COc1ccc(CC(=O)OCC(=O)N2CCN(S(=O)(=O)c3ccc(C)cc3C)CC2)cc1	9	0.1	-4	-4	/	/	-3	0	-7	-5
CC(=O)Nc1ccc(-c2csc(NC(=O)c3ccc(C)o3)n2)cc1	-1	0.2	0	0	17	-6	-5	-5	0	-9
CCc1ccccc1NC(=O)N1C[C@H]2C[C@@H](C1)c1cccc(=O)n1C2	-17	-1.0	8	-10	0	2	-13	1	/	2
O=C(c1ccc2c3c(cccc13)CC2)C1CCCN(C(=O)c2cc[n+]([O-])cc2)C1 (centres undefined)	0	1.2	-15	-1	3	0	-1	-13	-24	4
COc1ccc(C(=O)Oc2ccc(F)cc2C(=O)/C=C/c2ccc(OC)c(OC)c2)cc1	1	12	-9	-4	-11	2	4	-3	12	-8
C[C@H]1CN([C@@H](C)CO)C(=O)CCCn2cc(nn2)CO[C@@H]1CN(C)C(=O)Nc1ccc(F)cc1	-4	-0.2	1	2	/	/	2	-6	/	/
